Screens deposited in PubChem BioAssay by National Center for Advancing Translational Sciences (NCATS).
ALDH1A1 block – blocks purified human ALDH1A1 activity | Potency, µM (doses to about 75.3 µM), for inactives: top-dose activity, negative = inhibition, hits mostly inhibitors | 220,000 compounds, 7.3% hits | P00352 | Purified ALDH1A1, NADH fluorescence, propionaldehyde substrate; active = well fitted inhibition curve with a large enough effect, not every such curve was filed as active; inconclusive = small, poorly fitted or top-dose-only effect, or another doubt; inactive = no such curve, though single readings can be large or run the other way;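 also: plate controls were no enzyme wells and a reference inhibitor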
Target sequence (P00352 whole entry, looked up): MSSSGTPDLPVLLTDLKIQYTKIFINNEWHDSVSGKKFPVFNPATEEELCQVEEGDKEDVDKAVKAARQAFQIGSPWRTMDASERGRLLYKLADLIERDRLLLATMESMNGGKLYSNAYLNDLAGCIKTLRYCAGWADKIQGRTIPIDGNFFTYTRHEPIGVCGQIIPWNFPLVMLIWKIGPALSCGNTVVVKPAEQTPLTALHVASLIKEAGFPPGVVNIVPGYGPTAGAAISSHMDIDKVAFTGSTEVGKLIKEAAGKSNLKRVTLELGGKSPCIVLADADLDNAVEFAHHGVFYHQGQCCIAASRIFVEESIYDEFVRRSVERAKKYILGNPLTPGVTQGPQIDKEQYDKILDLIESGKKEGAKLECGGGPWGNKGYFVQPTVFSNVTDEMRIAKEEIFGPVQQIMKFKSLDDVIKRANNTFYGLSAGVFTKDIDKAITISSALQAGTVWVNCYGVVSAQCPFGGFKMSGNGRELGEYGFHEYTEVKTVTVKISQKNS
Tau FP inhib – blocks human tau fibril formation measured by polarization; Potency, µM (doses to about 57.7 µM), for inactives: at the top dose activity, negative = inhibition, most hits filed as inhibitors; P10636; K18 P301L tau heparin fibrillization, Alexa594 FP, 6 h; 280,000 compounds, 0.39% hits; also: nearly all actives have a fitted effect of over 55% in size
Target sequence (P10636 561-689 P618L limits assumed): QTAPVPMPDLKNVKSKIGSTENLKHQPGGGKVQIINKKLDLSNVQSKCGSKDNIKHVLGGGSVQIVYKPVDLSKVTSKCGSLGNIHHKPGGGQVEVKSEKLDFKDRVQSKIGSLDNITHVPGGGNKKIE
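Recombinant K18 P301L […], labeled with Alexa 594 at 0.24 uM over 15 uM unlabeled; heparin inducer 20 uM final; 37 C, 6 hr; FP endpoint.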
Tau fibril ThT – tau fibrillization inhibition (ThT binding); 270,000 compounds, 2.1% hits; recombinant tau K18 P301L, heparin-induced fibrillization, ThT fluorescence; P10636; Potency, µM (series often up to 57.4 µM), inactives show at the top dose activity, negative = inhibition, usual class: inhibitors; also: nearly all actives have a fitted effect of over 55% in size
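Fibril formation assay: tau K18 P301L at 15 uM with trace Alexa 594 label, heparin inducer 20 uM, pH 7 sodium acetate buffer, 37 C for 6 hr; endpoint ThT signal.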
L3MBTL1 inh – inhibitors of human L3MBTL1. Q9Y468. AlphaScreen L3MBTL1–H3K9me1 peptide binding. Potency, µM (highest dose often 57.1 µM), inactives show top-dose activity, negative = inhibition, hits mostly inhibitors. 230,000 compounds, 0.66% hits. AID 485360; also: nearly all actives have a fitted effect of over 60% in size
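Read-out is AlphaScreen signal from streptavidin donor and nickel chelate acceptor beads (10 ug/mL final each) bridging L3MBTL1 (50 nM) and biotinylated K9-monomethylated H3(1-15) peptide (75 nM), after 30 min compound exposure at room temperature.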
TRb SRC2 PPI – TRbeta-SRC2 interaction inhibition | P10828 | TRbeta-SRC2 peptide binding, fluorescence polarization; receptor liganded with 1 µM T3 | Potency, µM (series often up to 106 µM), for inactives: top-dose activity change, negative = inhibition, hits mostly inhibitors | 280,000 compounds, 0.065% hits | AID 1469;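 also: plate controls were bound peptide for no effect and peptide without receptor for full effect; nearly all actives have a fitted effect of over 50% in size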
Target sequence (P10828 whole entry, looked up): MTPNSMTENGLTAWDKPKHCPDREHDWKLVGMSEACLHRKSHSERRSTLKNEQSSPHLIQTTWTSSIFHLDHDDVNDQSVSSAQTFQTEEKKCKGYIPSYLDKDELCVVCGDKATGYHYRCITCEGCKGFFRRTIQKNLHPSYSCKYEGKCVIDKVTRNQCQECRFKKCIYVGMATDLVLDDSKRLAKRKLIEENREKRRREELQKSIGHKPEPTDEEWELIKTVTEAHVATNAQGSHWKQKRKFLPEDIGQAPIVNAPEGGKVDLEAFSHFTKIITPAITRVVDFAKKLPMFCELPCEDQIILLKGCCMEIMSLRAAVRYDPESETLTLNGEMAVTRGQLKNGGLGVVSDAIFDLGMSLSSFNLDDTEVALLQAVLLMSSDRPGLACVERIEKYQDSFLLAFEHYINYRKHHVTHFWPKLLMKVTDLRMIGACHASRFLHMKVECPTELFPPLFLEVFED
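Compounds were added to 0.6 uM TRb ligand-binding domain and 20 nM Texas Red-labeled SRC2 peptide in Tris buffer containing 1 uM T3, incubated 5 hr at ambient temperature, then read by fluorescence polarization.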
TexasRed fluor – alters Texas Red total fluorescence, flagging assay interference | TRb/SRC2 Texas Red total fluorescence interference | Potency, µM (top dose mostly 106 µM), for the others: at the top dose fluorescence change, negative = quenching | 280,000 compounds, 0.29% hits | AID 1479; active = well fitted curve in either direction with a large enough effect; inconclusive = small, poorly fitted or top-dose-only effect
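Flags fluorescent or light-absorbing compounds by total fluorescence, S + 2P, at 555 nm excitation and 632 nm emission. Mixture: 20 nM Texas Red SRC2 peptide, 0.6 uM human TRb LBD, 1 uM T3, 5% DMSO; compound exposure 5 h at ambient temperature.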
GLA spleen mod – alpha-galactosidase A (human) modulation. human spleen homogenate, 4MU-alpha-Gal fluorescence, 40 min. Potency, µM (top dose mostly 80 µM), inactives show at the top dose activity change, negative = inhibition, usual class: inhibitors. 240,000 compounds, 0.008% hits;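 also: 0% = enzyme with vehicle and -100% = no enzyme basal signal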
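qHTS titration in buffer at pH 5.0. Alpha-galactosidase activity in spleen homogenate was measured via 4-methylumbelliferone release from 1 mM fluorogenic substrate after 40 min at 37C and a pH 10 stop. AC50 came from Hill fits of control-normalized data.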
Tau fluor cs – counter-screen for tau fibril formation inhibitors; Potency, µM (series often up to 57.7 µM), inactives show at the top dose activity change, negative = decrease; tau K18 P301L Alexa594 fluorescence, heparin fibrillization; 280,000 compounds, 0.93% hits; also: nearly all actives have a fitted effect of over 55% in size
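Human tau K18 P301L (15 uM unlabeled, 0.24 uM Alexa 594-labeled) in 100 mM sodium acetate pH 7 with 20 uM heparin, 6 hr at 37 C. ThT 30 uM added, 1 hr ambient; Alexa 594 FP and total fluorescence read at 555/632 nm.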
* marks the source's active call; other numbers are inactive results; ? = inconclusive; · = no result given; [ ] = another dose, or the depositor's remark. Unless noted, calls follow the shape of the dose curve; as a rule, active = well fitted curve in the direction sought with a large enough effect; inconclusive = small, poorly fitted or top-dose-only effect, or another doubt; inactive = no such curve, though single readings can be large; an effect the other way counts as inactive or inconclusive. Unless noted, % is scaled to controls: 0 for no effect and ±100 for the full control effect; potency is read from the fitted curve at half-maximal effect.

SMILES	ALDH1A1 block	Tau FP inhib	Tau fibril ThT	L3MBTL1 inh	TRb SRC2 PPI	TexasRed fluor	GLA spleen mod	Tau fluor cs
CCOc1ccc2oc(=O)cc(CN3CCN(C(=O)c4ccc(OC)c(OC)c4)CC3)c2c1	·	6.4%	1.1%	·	-1.7%	1.5%	·	3.3%
Cc1ccccc1N(C(=O)Cn1nnc2ccccc21)C(C(=O)NCc1ccco1)c1ccncc1 (stereo not given)	5.0%	-4.8%	-9.8%	-1.5%	2.7%	3.3%	0.6%	-0.7%
COc1ccccc1N1CCN(C(=O)c2oc3ccccc3c2N)CC1	·	?	-17.3%	·	4.7%	-24.8%	·	-28.0%
COc1ccc(CC(NC(C)=O)C(=O)NC2CCN(c3nc(C)cc(C)c3C#N)CC2)cc1 (stereo not given)	?	-5.6%	-5.8%	1.9%	8.1%	1.5%	-6.9%	-10.9%
Cc1ccc(NC(=O)Cn2c(=O)cnc3ccccc32)cc1S(=O)(=O)N(C)C	14.1µM*	1.7%	-3.0%	-17.2%	7.1%	6.9%	-7.7%	-6.2%
Cn1cnnc1SCNC(=O)C(F)(F)F	2.1%	5.1%	-1.2%	4.5%	-3.1%	-5.7%	-10.6%	-0.4%
Cc1ccc(S(=O)(=O)N2CCN(c3ccc([N+](=O)[O-])cn3)CC2)cc1	0.8%	-2.0%	6.4%	-5.0%	6.7%	0.0%	-14.2%	-3.0%
COc1ccc2c(c1)c(C(=O)CNc1nc(C)cs1)c(C)n2C	?	6.5%	?	-23.5%	-16.1%	-2.7%	-6.7%	-20.9%
CCOC(=O)c1nnn(-c2nonc2-n2cccc2)c1C	-1.0%	0.8%	-3.9%	·	-1.3%	-0.8%	-25.4%	1.2%
CNC(=O)N(C1=NCC(C)S1)c1ccc(F)cc1F (stereo not given)	17.1%	-9.0%	-19.3%	1.5%[11.4 µM]	-1.2%	-3.5%	4.2%	-23.6%

Entries listed so far with a furan ring, fused or not, in the order listed:
SMILES	ALDH1A1 block	Tau FP inhib	Tau fibril ThT	L3MBTL1 inh	TRb SRC2 PPI	TexasRed fluor	GLA spleen mod	Tau fluor cs
Cc1ccccc1N(C(=O)Cn1nnc2ccccc21)C(C(=O)NCc1ccco1)c1ccncc1 (stereo not given)	5.0%	-4.8%	-9.8%	-1.5%	2.7%	3.3%	0.6%	-0.7%
COc1ccccc1N1CCN(C(=O)c2oc3ccccc3c2N)CC1	·	?	-17.3%	·	4.7%	-24.8%	·	-28.0%

Part of the list above, with two lines to a compound.
Value order – ALDH1A1 block	Tau FP inhib	Tau fibril ThT	L3MBTL1 inh	TRb SRC2 PPI	TexasRed fluor	GLA spleen mod	Tau fluor cs
COc1ccc(CC(NC(C)=O)C(=O)NC2CCN(c3nc(C)cc(C)c3C#N)CC2)cc1 (stereo not given)
    ?	-5.6%	-5.8%	1.9%	8.1%	1.5%	-6.9%	-10.9%
Cc1ccc(NC(=O)Cn2c(=O)cnc3ccccc32)cc1S(=O)(=O)N(C)C
    14.1µM*	1.7%	-3.0%	-17.2%	7.1%	6.9%	-7.7%	-6.2%
Cn1cnnc1SCNC(=O)C(F)(F)F
    2.1%	5.1%	-1.2%	4.5%	-3.1%	-5.7%	-10.6%	-0.4%
Cc1ccc(S(=O)(=O)N2CCN(c3ccc([N+](=O)[O-])cn3)CC2)cc1
    0.8%	-2.0%	6.4%	-5.0%	6.7%	0.0%	-14.2%	-3.0%

(next part)
SMILES	ALDH1A1 block	Tau FP inhib	Tau fibril ThT	L3MBTL1 inh	TRb SRC2 PPI	TexasRed fluor	GLA spleen mod	Tau fluor cs
COc1ccc(CC(=O)Nc2ccc3nc(Nc4cccc(Cl)c4)cc(C)c3c2)cc1OC	·	?	?	·	7.5%	3.4%	·	2.51µM*[quencher]
Cc1ccccc1C#N	2.9%	·	·	4.8%	9.4%	-1.1%	2.6%	·
CC(C)Cn1c(=O)c2ccccc2n2c(CCC(=O)N3CCN(c4cccc(Cl)c4)CC3)nnc12	·	10.8%	?	·	-7.9%	2.2%	·	-11.6%
CN(C)c1ccc(CNC(=O)CN2C(=O)c3cccnc3Oc3ccc(Cl)cc32)cc1	·	4.4%	?	·	2.9%	-5.0%	·	-24.5%
Cc1ccc2c(c1)c1c(c(=O)n(-c3cccc(Cl)c3)c(=O)n1CC(=O)NCCC1=CCCCC1)n2C	·	-6.9%	2.3%	·	-7.7%	-2.6%	·	-2.7%
CN(c1ccccc1C(=O)N1CCc2ccccc2C1)S(C)(=O)=O	6.8%	-1.0%	-5.5%	-3.3%	-3.4%	0.9%	-0.3%	-3.0%
COc1ccc(NS(=O)(=O)c2cccc(C(=O)O)c2)cc1	9.6%	-4.7%	-0.2%	11.3%	-1.8%	-3.9%	5.7%	0.9%
CCN(CC)C(=O)/C(=C\c1ccncc1)NC(=O)c1ccccc1	-8.6%	1.4%	0.0%	2.9%	-2.8%	-0.4%	3.2%	5.9%
CCOC(=O)c1c(C)n(C)c2ccc(OC(C)=O)cc12	0.6%	-6.1%	-3.3%	-4.5%	-14.1%	2.6%	1.4%	-5.7%
Cc1ccc(SCCC(=O)NC(C(C)C)C(C)C)cc1	10.4%	-0.1%	8.5%	12.7%	2.5%[53 µM]	0.1%[53 µM]	0.2%	10.5%
CCOC(=O)c1cccc(S(=O)(=O)N(CCO)Cc2cc3cc(OC)c(OC)cc3[nH]c2=O)c1	?	1.1%	-5.4%	-8.1%	-3.4%	-1.0%	12.4%	-3.3%
NCCCCC(NC(=O)C1CCCN1C(=O)C1CSSCC(N)C(=O)NC(Cc2ccc(O)cc2)C(=O)NC(Cc2ccccc2)C(=O)NC(CCC(N)=O)C(=O)NC(CC(N)=O)C(=O)N1)C(=O)NCC(N)=O (stereo not given)	6.7%	-3.6%	-13.4%	4.7%	2.5%	-5.9%	3.7%	-9.2%
Cc1ccc(-c2csc(NC(=O)COc3ccc(N(C)S(=O)(=O)c4ccc(C)cc4)cc3)n2)cc1	2.6%	-21.1%	-0.8%	-10.5%	6.2%	2.5%	4.9%	-21.7%
O=C(CCc1ccccc1)Nc1ccccc1[N+](=O)[O-]	1.4%	-2.8%	-13.5%	-2.7%	5.3%	-1.1%	2.4%	-17.5%
CCOc1ccccc1/C=N\Nc1cnn(Cc2ccccc2)c(=O)c1Cl	?	11.4%	?	·	-0.1%	-1.5%	-3.3%	?
Cc1cc(C(=O)O)ccc1N/C=C1\CCCC(C)C1=O (stereo not given)	-13.0%	1.6%	-14.6%	·	7.1%	-1.0%	9.0%	-4.6%
O=C(Nc1nnc(C2=COCCO2)o1)c1ccc(Cl)cc1	3.4%	4.0%	0.3%	2.1%	-2.3%	-1.1%	2.1%	-1.6%
CCCn1c(CCC(=O)Nc2cc(Cl)c(OC)cc2OC)nc2cccnc21	·	6.2%	-1.5%	·	-3.1%	0.5%	·	-5.5%
Cc1cc(N2CCN(c3ccccc3)CC2)nc(-c2ccccc2)n1	-1.5%	-2.3%	?	-6.1%	-0.6%	0.7%	9.5%	-29.5%
CN(CCNC(=O)Cn1c(=O)sc2ccccc21)Cc1ccccc1	-2.4%	-1.4%	-4.2%	0.0%	-2.9%	-2.0%	0.7%	-3.0%
CCOc1ccc2c(c1)S/C(=C\c1cccs1)C(=O)N2	·	-12.3%	?	·	-6.8%	-2.7%	7.4%	?
Cc1cc(C)c(C#N)c(=N)o1	?	-16.6%	?	-6.3%	-0.7%	-1.5%	5.7%	-12.1%
COc1ccc(N(Cc2cc3ccccc3[nH]c2=O)C(=O)c2cccc(Cl)c2)cc1	·	-6.9%	-3.9%	·	2.0%	-3.8%	·	-7.8%
CCOc1ccc(NC(=O)CSc2nnc(-c3ccncc3)n2-c2ccccc2)cc1	·	-4.0%	-11.0%	·	-13.9%	-53.4%	·	-11.1%
C1CCc2nnc(C3CC3)n2CC1	6.4%	-4.4%	8.4%	8.1%[11.4 µM]	-3.0%	2.1%	13.2%	11.3%
O=c1c(O[C@@H]2O[C@H](CO)[C@H](O)[C@H](O)[C@H]2O)c(-c2ccc(O)c(O)c2)oc2cc(O)cc(O)c12	·	-2.5%	?	·	11.9%	-15.8%	?	-11.3%
C=CC(=O)Nc1ccc(Br)cc1	6.7%	7.2%	-10.0%	·	0.2%	-2.9%	-0.7%	-10.2%
Cc1cc(SCC(=O)c2cccs2)nc2ccccc12	?	-14.7%	-16.1%	47.9%[activator]	-1.6%	5.8%	3.0%	?
O=C(c1ccco1)n1nc(-c2ccccc2)nc1NCc1ccco1	-1.1%	?	-1.3%	-4.3%	3.5%	-8.9%	4.9%	-25.9%
CCOc1ccc(-c2nonc2NC(=O)c2oc3ccc(C)cc3c2C)cc1OCC	·	-18.3%	4.3%	·	-1.5%	-5.6%	·	-8.3%
COc1ccc(OC)c(NC(=O)CSc2nc(=O)n(CCN(C)C)c3c2CCC3)c1	·	-3.2%	-7.5%	·	-3.7%	-1.0%	·	-7.1%
CCNC(=S)N(Cc1cc2cc(C)cc(C)c2[nH]c1=O)C1CCCC1	-1.1%	3.4%	-5.9%	7.3%	6.2%	1.6%	-5.6%	-6.3%
CC(C)C[C@H](NC(=O)C1OC1C(=O)O)C(=O)NCCCCN=C(N)N (stereo not given in full)	-3.8%	?	1.4%	·	-4.4%	-1.1%	5.3%	0.4%
Cc1ccc(OCCN2C(=O)c3ccccc3C2=O)c([N+](=O)[O-])c1	?	0.5%	-5.1%	-1.0%	1.2%	1.8%	-1.5%	-22.1%
CCC(CC)C(=O)NCCc1cc2ccc(C)cc2[nH]c1=O	-12.5%	-1.0%	-1.4%	?	-0.5%	-1.1%	-0.9%	-5.9%
CC(C)=CCc1c(C)nc2ccccc2c1C(=O)O	15.5%	-6.5%	-4.1%	2.5%	2.7%	-1.0%	2.9%	-7.7%
O=c1c(-c2ccc3c(c2)OCCO3)coc2c(CN3CCOCC3)c(O)ccc12	?	-2.6%	-2.8%	1.9%	-16.9%	-1.1%	14.7%	-1.8%
O=C(NCCc1ccccc1)C1CCN(c2ncccn2)CC1	-3.2%	-3.1%	-9.9%	10.4%	-7.6%	-1.9%	4.4%	-7.7%
O=C(Nc1nccs1)NC1CCCCC1	0.2%	0.5%	-7.3%	0.7%	-0.3%	-0.2%	-0.6%	-8.3%
